Mdm2 ligase inh: Mdm2 E3 ligase (human) inhibition | Q00987 | cell-based MDM2 ubiquitination luciferase reporter, 2 h; 0 = plate control, 100 = twice control, blank-subtracted | signal enhancement, % at 5 µM | 0.11% of 210,000 active | AID 1230;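 active = signal enhancement of 30% or more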;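 note: luminescence tracks abundance of the self-degrading MDM2-luciferase fusion protein; higher signal means inhibition of MDM2 E3 ligase activity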
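system = mammalian cells stably expressing self-ubiquitinating, self-degrading MDM2 E3–luciferase fusion | quantity = 2000 cells per well seeded | incubation = 4 h cell settling then 2 h compound exposure, 37 °C | signal = SteadyLite luminescence, 15 min reagent step | benchmarks = plate control and blank wells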
14-3-3 Bad inh: disrupts binding of bovine 14-3-3 zeta to phospho-Bad peptide; TR-FRET 14-3-3zeta/Dy647-pBad peptide displacement, 1 h; inhibition, % at 21.7 µM; 0.71% of 220,000 active; AID 781;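 active = inhibition above about 70%, limit read from the data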;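 note: 0% = full 14-3-3 plus peptide FRET controls and 100% = background without 14-3-3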
Target sequence (P63103 whole entry, looked up): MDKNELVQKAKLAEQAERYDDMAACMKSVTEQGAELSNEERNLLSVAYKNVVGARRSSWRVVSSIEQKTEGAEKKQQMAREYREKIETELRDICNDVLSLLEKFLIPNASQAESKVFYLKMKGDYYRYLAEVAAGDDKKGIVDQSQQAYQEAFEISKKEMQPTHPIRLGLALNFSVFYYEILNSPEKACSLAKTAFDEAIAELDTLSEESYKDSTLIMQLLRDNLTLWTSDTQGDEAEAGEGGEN
Runt-SMMHC FRET: blocks binding of human RUNX1 Runt domain to CBFb-SMMHC; Cerulean-Runt/Venus-CBFb-SMMHC FRET ratio 530/480, 1 h; AID 1434; inhibition, % at 20 µM; Q01196+Q13951; 0.74% of 220,000 active;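 active = mean inhibition across duplicate retests at 20 µM reaching about 50%, limit read from the data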;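 note: 0% = DMSO wells and 100% = wells with excess untagged CBFb-SMMHC; inhibitors lower the FRET ratio by blocking Runt binding to CBFb-SMMHC; some results filed as inactive read as strong as hits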
Target sequence (Q01196 whole entry, looked up, the tested form may be a part): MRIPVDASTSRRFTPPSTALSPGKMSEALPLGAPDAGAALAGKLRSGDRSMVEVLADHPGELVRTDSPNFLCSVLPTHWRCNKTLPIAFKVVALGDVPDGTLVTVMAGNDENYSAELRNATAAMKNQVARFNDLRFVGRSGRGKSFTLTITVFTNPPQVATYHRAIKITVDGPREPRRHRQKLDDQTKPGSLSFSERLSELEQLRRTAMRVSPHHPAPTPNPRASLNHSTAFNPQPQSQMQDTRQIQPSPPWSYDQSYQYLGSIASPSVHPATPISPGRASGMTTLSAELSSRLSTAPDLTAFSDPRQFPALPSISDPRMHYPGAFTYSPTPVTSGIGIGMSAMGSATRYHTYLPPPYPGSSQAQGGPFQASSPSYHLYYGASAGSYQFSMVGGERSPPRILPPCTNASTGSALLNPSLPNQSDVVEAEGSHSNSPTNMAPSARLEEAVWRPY
Target sequence (Q13951 whole entry, looked up, the tested form may be a part): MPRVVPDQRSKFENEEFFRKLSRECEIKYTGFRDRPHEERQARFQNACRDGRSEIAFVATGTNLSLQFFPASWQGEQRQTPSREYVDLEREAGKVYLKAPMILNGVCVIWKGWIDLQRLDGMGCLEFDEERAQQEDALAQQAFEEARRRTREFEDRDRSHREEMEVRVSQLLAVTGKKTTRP
Runt-CBFb FRET: inhibitors of human RUNX1 Runt domain binding to CBFb; Q01196+Q13951; Cerulean-Runt/Venus-CBFb FRET ratio 530/480, 1 h; inhibition, % at 20 µM; 0.46% of 220,000 active; AID 1496;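 active = inhibition over about 50% at 20 µM in the single-dose screen, limit read from the data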;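 note: 0% = DMSO wells and 100% = excess unlabeled CBFb competitor control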
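Assay system: Cerulean-Runt domain fusion protein, energy donor; Signal: fluorescence energy transfer, 422 nm excitation, 530/480 nm emission; Timing: 1 h compound exposure, room temperature; Control set: unlabeled CBFb; Medium: Tris buffer pH 7.5 with salts and BSA; Compound: single test concentration of 20 µM, 1% DMSO final; Probe or stimulus: Venus-CBFb 100 nM.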
NCF1 inh: p47phox (human) inhibition; AID 1274; p47phox/p22phox peptide binding, fluorescence polarization, 2 h; 0.53% of 220,000 active; P14598; inhibition, % at 24.7 µM;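 active = inhibition above about 30%, limit read from the data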;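 note: 0% = p47phox with labelled peptide and 100% = labelled peptide alone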
EBV gp42 block: inhibitors of Epstein-Barr virus glycoprotein 42 | inhibition, % (tested at 21.74 µM) | 0.42% of 220,000 active | Fluorescence polarization binding assay, mP read-out; in the data active = inhibition above about 50%
TbHK1 inh: T. brucei hexokinase 1 inhibition | recombinant TbHK1, G6PDH-coupled NADH A340 | inhibition, % at 10 µM | 0.11% of 220,000 active | AID 1430;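 active = inhibition of 50% or more in the single-dose primary screen; inactive = inhibition below 50%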
Hck-Nef inh: human Hck-Nef kinase inhibition. P08631. Recombinant Hck-YEEI plus Nef, Z-Lyte FRET kinase assay. inhibition, % at 20 µM. 0.68% of 220,000 active. AID 463187;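 active = Hck-Nef kinase inhibition above about 50%, limit read from the data; inactive = inhibition below that limit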;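 note: 0% = DMSO with Hck plus Nef and 100% = Hck alone without Nef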
L929 necroptosis: blocks zVAD induced death of L929 cells; L929 zVAD necroptosis rescue, ATP luminescence, 24 h; with zVAD 60 µM; viability rescue, % at 10 µM; 0.38% of 220,000 active;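 active = activation, scaled between plate controls, above about 75%, limit read from the data; inactive = activation under that limit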;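 note: 0% = zVAD with DMSO and 100% = DMSO alone without zVAD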
* = called active by the depositor; / = no result given; [ ] = dose if it differs, or a comment.

Each structure is followed by: Mdm2 ligase inh	14-3-3 Bad inh	Runt-SMMHC FRET	Runt-CBFb FRET	NCF1 inh	EBV gp42 block	TbHK1 inh	Hck-Nef inh	L929 necroptosis
1: C=C(C)C1CC=C(C)/C(=N/NC(=O)c2ccoc2C)C1 (stereo not given)
    -1.7	-4.1	3.5	-2.6	-11.9	-5.1	-0.7	1.4	1.5
2: O=C1c2ccccc2C(=O)c2c1cccc2N1CCN(Cc2ccccc2)CC1
    -2.4	-0.9	-4.7	-5.8	-5.5	-17.8	-2.9	1.6	0.0
3: CSc1ccc(NC(=O)NCCN2CCc3ccccc3C2)cc1
    -13.3	5.2	-0.2	1.3	-2.5	-14.1	7.1	1.5	0.4
4: COc1ccc(-n2nc(C(=O)NCC(=O)NCC3CCCO3)c3ccccc3c2=O)c(OC)c1 (stereo not given)
    0.0	12.9[fluorescence artefact?]	1.9	-1.9	-3.1	-20.1	1.7	-0.8	-0.9
5: CCN(CC(=O)NC(C)C)C(=O)Cc1ccc(C)c(C)c1
    -6.0	-24.9	0.3	-1.7	-5.8	-3.1	-0.5	18.6	1.4
6: Cc1c([N+](=O)[O-])cc(C(=O)NCc2ccc(F)cc2)cc1[N+](=O)[O-]
    13.8	-7.4	-1.5	-1.1	3.5	8.7	-6.2	22.4	3.9
7: Nc1nc(N2CCCCC2)c(C=O)c(N2CCCCC2)n1
    -20.9	-24.8	1.6	-1.0	-4.3	-5.4	-4.9	19.7	0.0
8: CCOC(=O)C1CCN(S(=O)(=O)c2cc(Br)cc3c2N(C(C)=O)C(C)C3)CC1 (stereo not given)
    -21.6	-0.8	-1.4	-1.5	-1.9	-3.2	-1.7	-8.2	0.8
9: Cn1c(O)c(N=NC(=O)c2ccco2)c2ccccc21
    -9.6	2.1	-0.7	1.1	2.1	-8.2	-36.6	17.1	0.0
10: O=c1cc(-c2c(F)c(F)c(F)c(F)c2F)oc2c(F)c(F)c(F)c(F)c12
    -14.8	0.7[fluorescence artefact?]	1.9	0.6	-15.0	-19.6	2.3	-2.9	0.9
11: COCCN(C(=O)c1csnn1)C(C(=O)NC(C)(C)C)c1cccc(OC)c1 (stereo not given)
    -7.2	-11.3	-1.8	0.3	-0.2	6.5	-0.6	0.9	-0.3
12: COc1ccc(C(=O)c2no[n+]([O-])c2C(=O)c2ccc(OC)cc2)cc1
    5.7	0.2[fluorescence artefact?]	60.4	35.4	-53.9	-59.9	8.3	0.6	-0.5
13: COc1ccc(S(=O)(=O)Nc2ccc(NC(C)=O)cc2)cc1
    -10.1	-8.8[fluorescence artefact?]	2.1	0.5	-5.1	-15.4	-6.5	0.6	0.5
14: O=C(Cc1ccc(Cl)cc1Cl)OCC(=O)N1CCN(C(=O)c2ccco2)CC1
    -4.5	-9.0	1.1	1.4	-1.6	-14.4	0.3	21.0	75.9*
15: O=C(c1ccco1)N1CCN(C(c2cccs2)c2sc3ncnn3c2O)CC1 (stereo not given)
    -12.5	2.7	0.0	3.4	6.4	-6.3	-21.8	1.8	2.5
16: COc1ccccc1N1CCN(CCNC(=O)Nc2cccc(C)c2C)CC1
    -10.5	-3.2	4.6	0.1	-0.1	-8.3	5.1	-5.3	39.5
17: CCn1cc(Br)c(C(=O)NN)n1
    -6.0	7.2	2.2	3.0	-8.0	-10.9	16.4	1.3	-0.4
18: O/N=C1\CCC\C1=C/c1ccco1
    -11.8	0.8	-4.0	-1.3	-3.4	4.5	-19.5	1.6	0.1
19: COc1ccc(NC(=O)C(NS(=O)(=O)c2ccc3c(c2)CCCN3C(C)=O)C(C)C)c(OC)c1 (stereo not given)
    -5.9	-5.0	1.6	-2.3	10.2	-6.1	-5.4	1.7	0.7
20: CC(/C=C/C(=O)c1ccc(C)cc1)=C\c1ccccc1
    -13.9	3.3	3.3	9.4	-8.4	-9.9	3.6	0.4	0.1
21: COc1cc(C(=O)NCCN2C(=O)S/C(=C\c3ccc(F)cc3)C2=O)ccc1OCC(=O)N1CCOCC1
    -3.4	-0.5	-0.9	-2.8	-0.2	-8.4	-56.9	1.3	0.6
22: S=C(Nc1ccc2nsnc2c1)N1CCCCC1
    -41.8	8.8	-103.8	-24.2	-1.7	2.5	14.8	-6.3	0.1
23: CCC(=O)Nc1nnc(C)s1
    -7.1	-5.4	0.0	0.2	-5.9	-2.6	-3.0	-5.5	/
24: CCOc1cc(/C=N/n2cnnc2)ccc1OS(=O)(=O)c1ccccc1
    5.1	14.2	1.8	-3.9	2.2	-1.7	-4.3	8.6	-0.5
25: COc1ccc(C(=O)Nc2ccccc2)cc1S(=O)(=O)Nc1cc(C)on1
    4.3	1.8	-1.9	1.6	-6.9	-10.6	0.9	9.6	-0.9
26: Cc1ccc(S(=O)(=O)NCCOCCNS(=O)(=O)c2ccc(C)cc2)cc1
    -8.7	5.1	2.2	-1.6	-7.3	-4.0	0.6	2.1	1.4
27: O=C(O)c1ccc(NCc2nc3ccccc3n2CCOc2ccccc2Cl)cc1
    -4.7	-14.5	-2.9	0.0	-7.7	-7.6	-3.6	18.8	5.7
28: CC(C)(C)CN1CCNC(=O)C1CC(=O)N1CCN(c2ccccc2)CC1 (stereo not given)
    -2.7	7.6	5.8	1.5	-8.4	4.5	4.7	-3.2	0.4
29: COCCN=c1scc(-c2cccs2)n1/N=C/c1ccc(O)c(O)c1O
    -8.1	4.8	33.2	45.8	8.1	16.6	3.5	2.3	2.1
30: COc1cc(OC)c(NC(=S)Nc2cc(Cl)cc(Cl)c2)cc1Cl
    6.9	-1.9	2.8	5.4	-14.1	4.8	0.4	2.2	3.4
31: Cc1ccc(CNC(=O)C2COc3ccccc3O2)cc1 (stereo not given)
    4.5	-11.0	1.9	-2.4	-0.2	6.0	-1.8	16.1	23.4
32: Nc1nc(SCC(=O)c2cccs2)n[nH]1
    -9.7	-19.3	-1.0	2.4	-1.6	-3.2	-7.5	18.4	0.1
33: Cc1ccsc1/C=N/N1CCN(C2c3ccccc3-c3ccccc32)CC1
    -5.6	-13.5	4.5	3.3	-24.2	4.5	-7.2	-0.8	-0.2
34: CC(C)C1Nc2ccc(S(=O)(=O)N3CCOCC3)cc2NC1=O (stereo not given)
    -3.0	-4.2	2.3	2.1	-1.2	-14.2	5.0	29.0	-0.2
35: O=C1c2ccccc2NC2(CCCC2)N1N=C1CCCC1
    -6.7	-2.0	2.2	1.9	-7.3	-7.6	-9.0	-14.9	1.5
36: Cc1[nH]n2c(=O)c3c(nc2c1-c1cccc2ccccc12)CCC3
    -13.5	-2.3	3.5	-0.9	-9.7	-23.1	-10.3	0.0	0.2
37: CCN(CC)CC(=O)Nc1sc2c(c1C(=O)c1ccccc1OC)CCC2
    -0.2	-14.3	-1.8	-2.2	-23.2	-4.0	-7.0	21.3	-0.4
38: N#Cc1nc(Cc2cccc3ccccc23)oc1NCc1ccc(F)cc1
    -7.5	-4.5	1.0	0.3	-12.1	-11.6	-0.1	-2.1	0.1
39: Cc1cccc(Sc2ccc([N+](=O)[O-])cn2)c1
    1.4	-2.3	0.4	-2.0	-0.2	-5.4	-8.5	2.9	-0.1
40: Cc1occc1-c1nnc(SCC(=O)N(C)C)o1
    -13.4	-14.0	0.0	1.5	-13.5	10.1	-7.9	0.0	0.1
41: CCOC(=O)C1(CCOc2ccccc2)CCN(Cc2ccncc2)CC1
    -30.2	-9.1	/	/	-1.4	-13.0	-7.0	27.7	-0.5
42: CC1=C(C(=O)Nc2cccnc2)C(c2ccccn2)n2nnnc2N1 (stereo not given)
    -5.5	-9.5	-14.1	-3.9	5.5	-24.3	3.5	-1.0	-0.5
43: N#Cc1nc(-c2cccs2)oc1NCc1ccc2c(c1)OCO2
    -15.4	-5.2	4.5	-0.9	9.3	-14.3	-13.7	3.0	0.2
44: COc1ccccc1N1CCN(CC(=O)NCCc2ccc(S(N)(=O)=O)cc2)CC1
    -12.4	-10.7	-1.2	-0.2	-3.8	-7.2	-1.3	-9.8	0.5
45: CCN(C(=O)Cn1c(=O)oc2ccccc21)C1CCS(=O)(=O)C1 (stereo not given)
    -16.0	17.7	-2.3	0.8	2.3	-20.8	-3.6	-1.3	-1.2
46: Cc1cccnc1NC(=O)c1c(O)c2cccc3c2n(c1=O)CCC3
    -3.7	-35.6	1.9	-1.1	-6.2	-11.6	-11.4	-7.2	0.2
47: CCCCCn1c(CN2CCN(C(=O)c3ccco3)CC2)nc2c1c(=O)n(C)c(=O)n2C
    -1.9	-8.1	-1.1	-0.2	0.0	-5.6	-14.0	26.7	-0.6
48: O=C(O)c1ccc(NCCc2ccc(Cl)cc2)c([N+](=O)[O-])c1
    -8.3	-0.8	-4.7	-4.8	-1.5	14.9	1.4	14.3	0.2
49: N/C(=N\OC(=O)c1cccc(Cl)c1)c1ccccn1
    -49.9	5.5	-5.0	-1.3	1.1	-5.2	-5.7	0.9	0.2
50: CC(C)N1CCN(Cc2cccn2-c2nccs2)CC1CCO (stereo not given)
    /	-2.2	-8.2	1.4	-2.6	1.7	2.7	6.2	-1.1
51: CC1CCN(CCCNC(=O)C2CCN(S(=O)(=O)N3CCCCC3)CC2)CC1
    -8.0	-10.8	-3.2	-0.2	-6.0	6.0	-2.1	2.6	1.2
52: O=C(CSc1nc(-c2ccco2)cc(C(F)(F)F)n1)N1CCN(c2ccc(Cl)cc2)CC1
    -10.2	-2.0	-2.2	-7.6	-30.6	-13.7	-12.3	12.8	0.0
53: Cc1cc(Cl)c(OCCOCCN2CCCC(C)C2)c(Br)c1 (stereo not given)
    -22.1	19.2	-0.8	-0.1	0.5	-6.7	3.1	-2.7	-1.1
54: OC1C2(Cc3ccccc3)CN3CCN(C2)CC1(Cc1ccccc1)C3 (stereo not given)
    -19.5	/	-1.9	/	/	/	-0.6	0.6	0.5
55: COc1ccc(-c2nnc(SCC(=O)c3ccc[nH]3)o2)cc1
    -7.6	-6.0	-10.0	2.3	-16.7	-16.3	-3.5	1.0	0.2
